High-throughput results (PubChem)
SKN-1 block = blocks SKN-1 activity in C. elegans | C. elegans VP596 Pgst-4::GFP/RFP ratio, acrylamide-induced, 24 h | inhibition, % at 21.8 µM | 360,000 compounds, 0.49% hits | AID 624304;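 active = interference check ratio from 0.5 to 1.5 plus GFP to RFP signal ratio inhibition reaching or exceeding a fixed threshold, cut at about 30% in these data, passing the limit was not always enough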; note: some compounds called inactive have numbers as strong as hits
LMPTP inh = blocks human LMPTP phosphatase. P24666. recombinant LMPTP-A, OMFP fluorogenic substrate, fluorescence intensity. inhibition, % at 20 µM. 360,000 compounds, 0.22% hits. AID 651560;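 active = compounds that cut the enzyme signal by at least half of the control window in the single-dose screen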;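 note: plate controls were DMSO wells with enzyme plus substrate for no effect and substrate without enzyme for full effect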
Target sequence (P24666 whole entry, looked up): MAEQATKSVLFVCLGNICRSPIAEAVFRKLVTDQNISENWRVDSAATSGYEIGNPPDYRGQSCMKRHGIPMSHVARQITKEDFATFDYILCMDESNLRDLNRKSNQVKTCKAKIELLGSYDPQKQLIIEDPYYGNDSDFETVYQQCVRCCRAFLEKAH
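Assay system: LMPTP-A, protein tyrosine phosphatase of low molecular weight / Medium: pH 6.0 Bis-Tris buffer with DTT and Triton X-100 / Schedule: 50 min enzyme reaction at room temperature, protected from light / Measured by: endpoint fluorescence intensity from OMFP dephosphorylation / Read-out basis: % inhibition relative to no-enzyme and uninhibited control wells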
NRP1-CendR mod = alters CendR peptide binding to human NRP-1 | O14786 | FAM-RPARPAR peptide binding to NRP-1, fluorescence polarization | inhibition, % at 25 µM | 360,000 compounds, 0.85% hits | AID 602438;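 active = inhibition or corrected inhibition above about 18%, plus a signal ratio from 0.5 to 1.5, limit read from the data, passing the limit was not always enough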; note: strong numbers were not always called active
DNMT1 block = blocks human DNA methyltransferase DNMT1 | P26358 | DNMT1 molecular beacon, Hinp1I cleavage, fluorescence | inhibition (reported as % activation of signal), % at 10 µM | 360,000 compounds, 0.83% hits | AID 588458; in the data active = inhibition above about 50%
SUMO1-SIM PPI = SUMO1-SIM interaction modulation; P63165; SUMO1 binding to a labelled peptide, TR-FRET, 1 h; inhibition, % at 20 µM; 360,000 compounds, 0.33% hits; AID 602429; in the data active = inhibition above about 37%
Target sequence (P63165 whole entry, looked up): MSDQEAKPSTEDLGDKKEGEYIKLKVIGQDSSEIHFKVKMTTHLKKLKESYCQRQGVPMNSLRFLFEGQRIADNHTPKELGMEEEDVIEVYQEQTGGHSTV
Neddyl block = inhibitors of human cullin neddylation; P61081+Q13564; TR-FRET cullin neddylation, biochemical; calls only at 25 µM; 360,000 compounds, 0.58% hits; in the data active = inhibition above about 36%
NadD inh = blocks S. aureus nicotinate mononucleotide adenylyltransferase; purified NadD enzyme, colorimetric absorbance read-out; inhibition, % at 20 µM; 360,000 compounds, 0.78% hits; AID 602399; in the data active = inhibition above about 26%; note: some compounds past the cut are filed as inactive
TbMetRS inhib = Trypanosoma brucei MetRS inhibition; purified T. brucei MetRS, ATP depletion, Kinase-Glo luminescence; AID 624268; 360,000 compounds, 0.4% hits; inhibition, % at 11.9 µM;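 active = inhibition above a per-plate cutoff of the control wells' mean inhibition plus 3 SD, cut at about 5.5% in these data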;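 note: 0% = DMSO wells median and 100% = median of wells with control inhibitor compound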
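assay system = parasite MetRS enzyme | timing = 15 min preincubation, 2 h reaction, all 25 °C | evaluation = percent inhibition relative to median high and low control wells | medium = HEPES buffer containing pyrophosphatase, BSA, spermine, DTT | compound = single dose, 11.9 µM final nominal, 0.9% final DMSO | detection = Kinase-Glo luminescence, ATP depletion format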
Scp-1 inhibitor = Scp-1 (human) phosphatase inhibition | Q9GZU7 | Recombinant Scp1, phosphopeptide, malachite green phosphate absorbance | inhibition, % at 20 µM | 340,000 compounds, 0.88% hits;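 active = inhibition above about 50% at 20 µM, limit read from the data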;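 note: plate controls were DMSO wells with enzyme for no effect and wells lacking enzyme for full effect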
Target sequence (Q9GZU7 76-261 limits assumed): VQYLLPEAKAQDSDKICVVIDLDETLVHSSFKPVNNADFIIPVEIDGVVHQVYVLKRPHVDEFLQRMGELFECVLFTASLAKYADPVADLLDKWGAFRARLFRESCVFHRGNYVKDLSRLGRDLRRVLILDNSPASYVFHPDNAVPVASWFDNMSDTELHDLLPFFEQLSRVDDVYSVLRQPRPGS
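System: SCP-1 catalytic domain; Reagent: Phospho 17-mer peptide substrate; Doses: one concentration, 20 µM, with 1.0% DMSO; Incubation: 45 min room-temperature reaction, 5 min colour, 30 min stabiliser; Signal: Phosphate-binding colour reagent, absorbance read at 630 nm.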
STEP inh = inhibitors of human striatal-enriched phosphatase STEP. P54829. recombinant STEP, OMFP fluorogenic substrate, fluorescence. inhibition, % at 20 µM. 360,000 compounds, 0.25% hits;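 active = inhibition at 20 µM, scaled per plate between control wells, above about 37%, limit read from the data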;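 note: 0% = DMSO with enzyme and substrate and 100% = substrate only without enzyme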
Target sequence (P54829 whole entry, looked up): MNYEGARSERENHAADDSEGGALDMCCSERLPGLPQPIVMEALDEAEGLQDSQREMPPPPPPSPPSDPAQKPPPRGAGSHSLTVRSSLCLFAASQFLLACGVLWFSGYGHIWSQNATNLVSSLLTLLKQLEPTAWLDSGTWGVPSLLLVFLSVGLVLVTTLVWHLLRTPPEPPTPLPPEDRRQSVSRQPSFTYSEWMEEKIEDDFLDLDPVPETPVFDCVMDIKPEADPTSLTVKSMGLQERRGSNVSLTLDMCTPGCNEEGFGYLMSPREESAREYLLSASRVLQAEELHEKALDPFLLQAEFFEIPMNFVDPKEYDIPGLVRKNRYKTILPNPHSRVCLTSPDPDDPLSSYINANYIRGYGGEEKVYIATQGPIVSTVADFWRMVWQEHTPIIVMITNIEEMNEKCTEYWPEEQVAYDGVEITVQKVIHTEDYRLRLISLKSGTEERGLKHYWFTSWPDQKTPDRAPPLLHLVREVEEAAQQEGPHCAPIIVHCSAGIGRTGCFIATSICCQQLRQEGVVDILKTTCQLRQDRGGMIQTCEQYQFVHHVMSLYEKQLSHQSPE
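medium = Bis-Tris buffer pH 6.0, 2.5 mM DTT, 0.005% Tween 20 | test system = STEP (striatal-enriched tyrosine phosphatase) enzyme, cell-free | measure = normalized % inhibition | compound dosing = 20 µM, 1% DMSO | also added = 25 µM OMFP | schedule = reaction 20 min, ambient temperature | measured by = fluorescence read at 480 nm ex / 540 nm em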
* marks the source's active call; other numbers are inactive results; i = inactive; nt = not tested or not shown.

molecule,STEP inh,Neddyl block,TbMetRS inhib,NadD inh,SKN-1 block,DNMT1 block,NRP1-CendR mod,Scp-1 inhibitor,LMPTP inh,SUMO1-SIM PPI
CCc1cc(Cn2nc(-c3ccccc3C)cc2C(=O)O)on1,1.4,i,-0.2,-6.1,-3.1,6.2,11.5,-9.8,-0.9,4.5
O=C(Nc1ccccc1)c1ccc[nH]1,1.8,i,-0.3,-0.4,16.1,-1.4,6.0,-2.8,-0.1,3.4
Cc1cc(C)c2nc(-c3cccnc3)cc(C(=O)NC(C)c3cnn(C)c3C)c2c1 (centres undefined),-1.1,nt,-0.3,-2.0,9.3,-5.8,-7.6,-3.9,-0.6,-9.4
CC(NC(=O)c1cc2ccccc2o1)c1cccs1 (centres undefined),1.3,i,0.5,0.3,8.1,5.1,0.8,-7.2,-0.5,5.0
NNC(=S)Nc1cc(S(=O)(=O)N2CCOCC2)ccc1N1CCOCC1,-2.5,i,-0.6,-3.4,6.2,-2.8,1.2,1.8,-0.7,1.9
Cc1ccccc1-n1nc(C)c2cc(C(=O)N3CCN(S(=O)(=O)c4ccc(F)cc4)CC3)sc21,-0.3,i,-0.6,6.2,5.3,0.1,5.4,-8.6,3.9,1.4
COc1ccc(OC)c(NC(=O)CC2Oc3ccccc3NC2=O)c1 (centres undefined),-2.4,i,-0.3,-2.6,-7.8,-2.8,6.5,-10.4,0.6,2.3
CCc1ccc(OCc2nnc(-c3ccccc3Br)o2)cc1,2.8,i,0.2,-3.1,12.2,-1.6,4.2,-12.6,3.4,1.3
CCOC(=O)N1CCC(N2CC34C=CC(O3)C(C(=O)Nc3ccc(C)cc3)C4C2=O)CC1 (centres undefined),8.8,i,-0.9,-0.6,-8.6,-1.9,2.5,-8.0,0.0,-1.6
O=C(c1cccc([N+](=O)[O-])c1)N1CCN(S(=O)(=O)N2CCCCC2)CC1,4.7,i,-0.3,3.0,-16.9,0.6,-2.5,-3.5,0.5,-11.5
Cc1onc(-c2ccccc2)c1-c1csc(N/N=C/c2ccccc2)n1,-0.3,i,-0.3,7.4,-0.3,-10.8,0.4,-4.3,3.9,-0.5
O=C(Nc1nnc(SCC(=O)N2CCCCC2)s1)c1ccc(F)cc1F,-1.8,i,0.1,-6.9,23.6,-0.7,-9.2,-7.1,-0.7,0.3
Cn1cc(-c2cc(C(=O)O)on2)cn1,-5.0,i,0.1,-3.5,10.0,4.0,25.2*,11.8,-0.6,4.5
C/C(=N\NC(=O)c1cc(C)nc2ccccc12)c1ccc([N+](=O)[O-])cc1,-4.9,i,-0.4,-3.0,10.2,1.2,4.9,-9.6,-0.5,-22.0
N#C/C(=C/c1ccc2c(c1)OCO2)C(=O)NCCc1c[nH]c2ccccc12,3.1,i,0.1,-10.0,3.3,-4.3,-3.1,-12.7,1.9,-15.0
O=C(O)CCCCCNc1nc(=S)[nH]c2ccccc12,-1.0,i,0.1,-5.8,-10.2,1.6,0.0,-7.0,3.1,14.1
O=C(CSc1nc(O)cc(=O)[nH]1)N1c2ccccc2CCc2ccccc21,0.7,i,0.8,1.6,-3.7,6.7,-2.1,-1.7,3.9,22.6
COc1ccc(-c2nnc(-c3cc4ccccc4oc3=O)o2)cc1,1.7,nt,-1.1,3.5,7.4,2.6,13.6,-4.0,-1.0,-15.9
COc1cccc(-c2coc3cc4oc(=O)c(CC(=O)O)c(C)c4cc23)c1,-0.7,i,0.7,-0.5,3.2,-2.2,6.0,2.0,1.2,14.4
CC(C)(C(=O)N1CCC1(C)C(=O)NS(=O)(=O)c1ccccc1Cl)c1ccccc1 (centres undefined),-0.1,i,-0.3,0.9,17.1,0.8,-11.3,nt,0.3,-2.8
O=C(O)c1ccccc1C(=O)c1ccc(-c2ccccc2)cc1,2.5,i,-0.4,-0.5,-9.1,-2.1,-3.8,-7.0,0.4,7.6
COc1ccc(-n2ncc(Cl)c(Cl)c2=O)cc1,-0.1,i,0.3,-3.5,-6.1,22.3,9.3,3.4,-0.9,-22.7
Cc1cc2c(=O)n(CC(=O)N3CCN(c4ccccc4)CC3)cnc2s1,-0.6,i,-0.4,7.6,-0.8,0.4,8.3,-13.9,-1.2,-1.8
Oc1ccc(Br)cc1/C=N/Nc1ncc(-c2ccccc2)cn1,-1.6,i,-0.6,21.6,-0.3,24.4,-0.4,-0.7,0.7,-1.7
CN(C)CCCNC(=O)c1ccc(-c2nc(-c3ccc(Cl)cc3)cs2)cc1,4.2,i,-0.2,-6.8,15.3,-2.1,-12.3,-3.8,-6.7,-21.9
COc1ccc(OC)c(CNS(=O)(=O)c2cc(-c3cc(C)no3)ccc2OC)c1,-2.2,i,-0.1,-1.8,23.7,4.1,6.6,-9.1,1.3,-2.4
CC(=O)N1CCN(c2ccc(S(=O)(=O)N3CCOCC3)cc2[N+](=O)[O-])CC1,1.3,i,0.4,-2.3,1.1,-1.1,7.4,-10.5,-0.2,-28.2
Cc1c(CN2CCC(CO)(Cc3ccccc3)CC2)c2ccccc2n1C,-1.0,i,-0.5,-4.4,2.3,-0.9,0.8,-1.1,0.2,3.0
Cc1[nH]nc(Nc2ccc(O)cc2)c1[N+](=O)[O-],6.6,i,0.1,-2.1,6.7,-1.6,1.7,-5.3,-0.1,-16.1
FC(F)(F)c1ccnc(N2CCN(Cc3cnc(-c4ccccc4)[nH]3)CC2)c1,-0.9,i,0.2,-6.0,-10.6,5.4,4.0,-14.1,0.8,-2.0
N#CCOc1ccc(C2=NO[C@@H]3[C@@H]4C[C@@H]([C@H]5C(=O)N(c6ccc7c(c6)OCO7)C(=O)[C@@H]45)[C@H]23)cc1,-4.1,i,-0.5,-2.5,-12.2,0.9,4.9,-12.2,-0.7,0.7
COCc1cc(C)nc2sc(C(=O)NN)c(-n3cccc3)c12,-1.0,i,-0.7,6.2,6.9,1.0,-1.5,-2.3,-1.9,22.2
CCNS(=O)(=O)c1ccc(NC(=O)Nc2cccc(C(F)(F)F)c2)cc1,-12.2,i,-0.2,-4.5,5.8,-9.4,-4.0,-11.4,2.9,1.7
COc1ccc(-c2cc(=O)oc3c(C)c(OCC(=O)N[C@@H](Cc4ccc(O)cc4)C(=O)O)ccc23)cc1,2.3,i,2.0,9.1,5.1,-5.1,-21.7,-4.0,-3.8,-11.4
C=CCSC(=C(C#N)C#N)c1cc2c([nH]1)CCCC2,-7.0,i,-0.4,-7.0,-0.2,-3.6,-0.5,-6.4,0.9,-3.8
CCOc1cc(CNC(C)C)c(Cl)cc1OCC(=O)NCCc1ccccc1,-1.3,i,-0.5,-4.0,-6.9,0.3,7.3,-2.2,-1.5,-0.4
Cc1ccc(C(=O)Oc2ccc(Br)cc2C(=S)N2CCOCC2)cc1,3.0,i,-0.2,-8.9,10.7,0.1,4.3,-4.7,0.4,3.1
CCOC(=O)CC1(C)OCC(C[N+]2(C)CCCCC2)O1 (centres undefined),1.4,i,0.5,10.5,-0.4,-0.6,1.6,93.3*,-0.8,9.5
CCCCOC(=O)Nc1nc2ccc([N+](=O)[O-])cc2s1,0.3,i,0.1,0.3,-1.5,-1.8,-7.8,-5.3,-0.8,4.4
Cc1cc(C)c(C(=O)CSc2nnc(N)s2)cc1C,-0.9,i,-0.9,3.0,-6.7,0.7,1.3,-14.0,1.6,-1.5

Laid out differently: entries from further up
COc1ccc(-c2cc(=O)oc3c(C)c(OCC(=O)N[C@@H](Cc4ccc(O)cc4)C(=O)O)ccc23)cc1
  STEP inh = 2.3	Neddyl block = i	TbMetRS inhib = 2.0	NadD inh = 9.1	SKN-1 block = 5.1	DNMT1 block = -5.1	NRP1-CendR mod = -21.7	Scp-1 inhibitor = -4.0	LMPTP inh = -3.8	SUMO1-SIM PPI = -11.4

C=CCSC(=C(C#N)C#N)c1cc2c([nH]1)CCCC2
  STEP inh = -7.0	Neddyl block = i	TbMetRS inhib = -0.4	NadD inh = -7.0	SKN-1 block = -0.2	DNMT1 block = -3.6	NRP1-CendR mod = -0.5	Scp-1 inhibitor = -6.4	LMPTP inh = 0.9	SUMO1-SIM PPI = -3.8

CCOc1cc(CNC(C)C)c(Cl)cc1OCC(=O)NCCc1ccccc1
  STEP inh = -1.3	Neddyl block = i	TbMetRS inhib = -0.5	NadD inh = -4.0	SKN-1 block = -6.9	DNMT1 block = 0.3	NRP1-CendR mod = 7.3	Scp-1 inhibitor = -2.2	LMPTP inh = -1.5	SUMO1-SIM PPI = -0.4

Cc1ccc(C(=O)Oc2ccc(Br)cc2C(=S)N2CCOCC2)cc1
  STEP inh = 3.0	Neddyl block = i	TbMetRS inhib = -0.2	NadD inh = -8.9	SKN-1 block = 10.7	DNMT1 block = 0.1	NRP1-CendR mod = 4.3	Scp-1 inhibitor = -4.7	LMPTP inh = 0.4	SUMO1-SIM PPI = 3.1

(cont.)
molecule,STEP inh,Neddyl block,TbMetRS inhib,NadD inh,SKN-1 block,DNMT1 block,NRP1-CendR mod,Scp-1 inhibitor,LMPTP inh,SUMO1-SIM PPI
COc1ccc(S(=O)(=O)N2CCCCC2)cc1C(=O)N1CCCCCC1,-1.3,i,-0.4,-8.6,-17.3,0.3,2.8,-9.5,-2.1,-1.5
CCc1ccc(/C=C2\SC(=S)N(CCCC(=O)Nc3ccccc3C(=O)O)C2=O)cc1,-0.2,i,-0.3,18.4,5.2,4.5,-48.0,-13.3,1.8,-0.1
O=C(Nc1ccccc1N1CCCC1)c1cc2ccccc2o1,0.0,i,-0.4,6.1,5.5,-13.9,11.8,-10.8,3.4,-1.6
O=C(NCC(=O)N(c1cccnc1)C(C(=O)NCc1ccco1)c1ccccc1)c1ccco1 (centres undefined),-1.2,i,-1.2,-4.1,-24.7,-2.0,-1.5,3.4,-1.6,-0.5
CCOCCCNC(=O)C(NC(=O)CNC(=O)c1ccccc1)c1ccccc1 (centres undefined),0.5,i,-1.0,1.5,-19.6,0.2,7.2,-0.2,1.6,-3.3
CCN(CC)S(=O)(=O)c1cc(OC)ccc1N=Nc1ccc(O)c2ncccc12,3.8,i,-0.9,12.1,16.8,-7.9,2.9,14.9,10.5,-34.4
O=C(Cn1cnc2ccccc2c1=O)N1CCc2ccccc2C1,-0.2,i,0.2,-6.8,6.7,1.4,13.9,-1.9,-1.2,1.6
CCC1(C)Cc2ccccc2C(=S)N1 (centres undefined),-3.8,i,-0.6,0.6,0.1,6.8,-0.5,2.1,-1.0,2.9
Cc1ccc(S(=O)(=O)N2CCC(=O)N(C(COCc3cccc(C(F)(F)F)c3)C(C)C)CC2)cc1 (centres undefined),0.5,i,-0.4,-2.2,-6.9,1.9,22.8*,-2.7,2.8,-0.6
Cc1cccc(OC(C)C(=O)Nc2nc(-c3cccnc3)cs2)c1 (centres undefined),2.5,i,-0.1,-2.8,-12.6,-10.4,-11.2,nt,0.1,3.4
